TSHR antag – Antagonists of the Thyroid Stimulating Hormone Receptor: HTS campaign | Thyrotropin receptor (Homo sapiens), P16473 | TSHR-expressing cells, TSH-stimulated cAMP HTRF, 2 h; active compounds read low | activity change, negative = inhibition, % at 11.5 µM | hit rate 0.2% among 330,000;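 active = activity change below a set negative limit, meaning inhibition stronger than a set level, cut at about -70% in these data; inconclusive = activity change between two set negative limits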; note: % is set by controls: 0 for no effect and ±100 for the full control effect
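Read-out is FRET at 665 nm (cryptate excitation 337 nm) from a cryptate-tagged anti-cAMP antibody, competed by cell cAMP against cAMP-d2. Compounds are tested on freshly harvested TSHR cells challenged with 4nM TSH (EC80) for 2 hours at 37 deg C.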
TCR act – Activators of T cell receptors: qHTS campaign. 330,000 tested, under 10 active. primary human leukocytes, anti-CD3, IL-2 HTRF, 48 h. Potency, µM (doses to about 9.22 µM), for inactives: top-dose activation of IL-2 secretion, usual class: activators; note: % of control where 0% means no effect
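Compounds are tested in HTS on primary human leukocytes co-incubated with a-CD3 beads for 48 hr. IL-2 output is measured by time-resolved FRET.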
Mito fusion yeast – qHTS Assay for Small Molecule Inhibitors of Mitochondrial Division or Activators of Mitochondrial Fusion | S. cerevisiae fusion-defective mutant growth rescue, CellTiterGlo 48 h | Potency, µM (doses to about 46.1 µM), for the others: top-dose growth rescue (activation), actives largely listed as activators | hit rate 0.23% among 320,000;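 note: potency is the fitted concentration of half-maximal effect; % of control where 0% means no effect; nearly all actives have a fitted effect of over 45% in size; temperature-sensitive fusion mutants such as fzo1-1 at 37 °C on non-fermentable ethanol glycerol medium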
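S. cerevisiae fusion-defective temperature-sensitive mutants (e.g. fzo1-1, mgm1-5) grown 48 h at 37C in YPEG (ethanol/glycerol non-fermentable) medium with 23 nl compound per well; growth rescue read as CellTiterGlo luminescence.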
Menin-MLL TR inh – qHTS Assay for Inhibitors Targeting the Menin-MLL Interaction in MLL Related Leukemias: Competition With Texas Red Labeled MLL-derived Mutant Peptide. Menin + Texas Red MLL mutant peptide, fluorescence polarization. O00255. Potency, µM (doses to about 61.6 µM), for inactives: top-dose FP activity change, negative = inhibition, most hits filed as inhibitors. hit rate 0.23% among 270,000; active = well fitted inhibition curve with a large enough effect in the polarisation, with a control signal flat, not every such curve was filed as active; inconclusive = small, poorly fitted or top-dose-only effect, or effect the other way, or a change in a side signal; inactive = no such curve, though single readings can be large or run the other way; the % refers to the polarisation; note: potency is the fitted concentration of half-maximal effect; % of control where 0% means no effect; many of its hits are not listed in these tables
Target sequence (O00255 whole entry, looked up): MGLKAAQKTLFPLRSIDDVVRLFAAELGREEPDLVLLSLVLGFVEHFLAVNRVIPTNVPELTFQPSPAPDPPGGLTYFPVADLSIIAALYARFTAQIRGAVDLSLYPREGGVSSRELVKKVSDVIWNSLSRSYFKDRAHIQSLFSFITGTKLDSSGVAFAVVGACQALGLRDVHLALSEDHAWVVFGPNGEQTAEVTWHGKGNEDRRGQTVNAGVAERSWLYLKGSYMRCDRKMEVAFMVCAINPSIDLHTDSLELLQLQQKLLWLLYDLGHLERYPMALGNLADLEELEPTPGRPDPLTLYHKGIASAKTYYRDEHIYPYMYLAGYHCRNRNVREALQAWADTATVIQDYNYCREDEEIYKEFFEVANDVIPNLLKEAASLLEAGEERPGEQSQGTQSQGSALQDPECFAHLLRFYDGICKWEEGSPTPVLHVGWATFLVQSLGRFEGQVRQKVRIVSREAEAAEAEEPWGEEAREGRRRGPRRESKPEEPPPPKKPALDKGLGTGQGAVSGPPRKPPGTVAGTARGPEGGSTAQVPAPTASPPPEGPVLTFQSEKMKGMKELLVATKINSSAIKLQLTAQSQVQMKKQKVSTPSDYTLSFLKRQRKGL
S-ASM inh – Inhibitors of Secretory Acid Sphingomyelinase (S-ASM): qHTS. placental ASM, HMU-PC fluorogenic substrate, 60 min. Potency, µM (series often up to 57.5 µM), without a hit: at the highest dose activity change, negative = inhibition, actives largely listed as inhibitors. hit rate 0.006% among 340,000. AID 504937, 2011; note: potency is the fitted concentration of half-maximal effect
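Fluorogenic HMU-PC substrate (9 uM final) is turned over by placental ASM in 60 min at 37 C after a 10 min compound preincubation. Reaction ended by alkaline stop (pH 10), with fluorescence read at 386/447 nm.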
MBNL1 CUG block – qHTS Assay for Inhibitors of MBNL1-poly(CUG) RNA binding | Muscleblind-like protein 1 (Homo sapiens), Q9NR56 | Potency, µM (titrated, usually from 57.5 µM), for the others: top-dose activity change, negative = inhibition, most hits filed as inhibitors | TR-FRET MBNL1-His/biotin-(CUG)12 binding, 665/545 ratio | hit rate 0.036% among 280,000 | AID 2675, 2010; active = well fitted inhibition curve with a large enough effect in the signal ratio, with a control signal flat, not every such curve was filed as active; inconclusive = small, poorly fitted or top-dose-only effect, or effect the other way, or a change in a side signal; inactive = no such curve, though single readings can be large or run the other way; the % refers to the signal ratio; note: potency is the fitted concentration of half-maximal effect; % is set by controls: 0 for no effect and ±100 for the full control effect
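Compound titration spanned 92 nM–58 uM against the MBNL1-His/biotin-(CUG)12 complex. After 60 min at room temperature with 5 nM streptavidin-XL665 and 0.055 ng/ul terbium anti-His, ratiometric 665/545 nm emission (Ex 340 nm) normalized to controls.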
TSG101-PTAP inh – qHTS Assay for Iinhibitors of HIV-1 Budding by Blocking the Interaction of PTAP/TSG101; Tumor susceptibility gene 101 protein (Homo sapiens), Q99816; Potency, µM (highest dose often 115 µM), inactives show top-dose activity change, negative = inhibition, hits mostly inhibitors; Fluorescence polarization, FITC-PTAP peptide / Tsg101 binding; 340,000 tested, under 10 active; active = well fitted inhibition curve with a large enough effect in the main read-out, with a control signal flat, not every such curve was filed as active; inconclusive = small, poorly fitted or top-dose-only effect, or effect the other way, or a change in a side signal; inactive = no such curve, though single readings can be large or run the other way; note: potency is the fitted concentration of half-maximal effect; % of control where 0% means no effect
Target sequence (Q99816 whole entry, looked up): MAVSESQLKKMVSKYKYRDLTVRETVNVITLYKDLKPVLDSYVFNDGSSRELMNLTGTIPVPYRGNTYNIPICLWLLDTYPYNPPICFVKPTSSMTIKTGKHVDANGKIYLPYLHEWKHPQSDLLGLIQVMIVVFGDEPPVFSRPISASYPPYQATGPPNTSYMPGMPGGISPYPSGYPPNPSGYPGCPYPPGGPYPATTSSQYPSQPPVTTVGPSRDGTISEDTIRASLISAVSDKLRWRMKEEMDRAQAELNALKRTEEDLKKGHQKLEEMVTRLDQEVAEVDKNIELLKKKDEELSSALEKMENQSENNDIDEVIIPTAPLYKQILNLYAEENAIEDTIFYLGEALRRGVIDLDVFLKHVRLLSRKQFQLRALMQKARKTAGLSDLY
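Fluorescence anisotropy tracks displacement of a FITC-tagged PTAP peptide (50 nM) from the Tsg101 binding domain (10 uM), following a 20 min room-temperature incubation at pH 7.5.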
Integrin act MD – qHTS for Activators of Integrin-Mediated Alleviation for Muscular Dystrophy; alpha7betagal myoblasts, beta-gal FDG fluorescence, 48 h; Potency, µM (highest dose often 38.3 µM), without a hit: at the highest dose activation, usual class: activators; hit rate 0.064% among 350,000;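 note: potency is the fitted concentration of half-maximal effect; 100% = response of the positive control SU9516; nearly all actives have a fitted effect of over 60% in size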
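alpha7betagal+/- myoblasts (passage 13, 250/well) treated 48 h at 37C with compounds at 1:260 dilution of DMSO stock. Lysed, then beta-galactosidase activity read as FDG fluorescence (ex 480/em 540) after 30 min, with pre-read for autofluorescence.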
A-T KAP1 phos – qHTS Assay for Identifying a Potential Treatment of Ataxia-Telangiectasia. hit rate 0.19% among 320,000. […] A-T fibroblasts, KAP-1 phosphorylation AlphaLISA; neocarzinostatin DNA damage 30 min before lysis. Potency, µM (titrated, usually from 57.5 µM), for inactives: at the top dose activation, hits mostly activators. AID 485349, 2010; note: potency is the fitted concentration of half-maximal effect; % of control where 0% means no effect; nearly all actives have a fitted effect of over 45% in size
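ATM-like activity read as KAP-1 phosphorylation via AlphaLISA donor/acceptor antibody pairs after lysis and 6 hr at 25C. Cells were ATM-null patient fibroblasts ([…], hTERT), dosed 60 min, then exposed to the DSB inducer NCS for 30 min.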
CXXC DNA block – qHTS Fluorescence Polarization Assay for Inhibitors of MLL CXXC domain - DNA interaction | MLL-CXXC / FITC-HOXA9 DNA fluorescence polarization | Potency, µM (titrated, usually from 115 µM), for inactives: at the top dose activity change, negative = inhibition, most hits filed as inhibitors | hit rate 0.037% among 290,000 | AID 2662, 2010; active = well fitted inhibition curve with a large enough effect in the polarisation, with a control signal flat, not every such curve was filed as active; inconclusive = small, poorly fitted or top-dose-only effect, or effect the other way, or a change in a side signal; inactive = no such curve, though single readings can be large or run the other way; the % refers to the polarisation; note: potency is the fitted concentration of half-maximal effect
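Fluorescence polarization: 7 uM MLL-CXXC (stock) preincubated 5 min with compounds, then 50 nM fluorescein-HOX-A9 DNA (stock) added; 30 min ambient. Buffer 50 mM Tris-HCl pH 7.5, 50 mM NaCl, 1 mM DTT, 0.05% BSA.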
Starred values were filed as active, the others as inactive; ? = inconclusive; nt = no result given; [ ] = remark or other dose. Unless noted, calls come from the whole dose curve; as a rule, active = well fitted curve in the direction sought with a large enough effect; inconclusive = small, poorly fitted or top-dose-only effect, or another doubt; inactive = no such curve, though single readings can be large; an effect the other way counts as inactive or inconclusive. The list is partial, so the mix of outcomes need not match the whole.

smiles | TSHR antag | TCR act | Mito fusion yeast | Menin-MLL TR inh | S-ASM inh | MBNL1 CUG block | TSG101-PTAP inh | Integrin act MD | A-T KAP1 phos | CXXC DNA block
CS(=O)(=O)c1ccc(NC(=O)c2cc3c(cc2Cl)N2CCCCCC2=NS3(=O)=O)cc1 | nt | -2% | nt | nt | 1% | nt | -4% | 3% | nt | nt
Cc1ccc(NC2=C(Cl)C(=O)OC2NC(=O)c2ccccc2)cc1 (stereo not drawn) | 5 | 14%[46.1 µM] | -3% | 10% | 1% | -6% | -4% | 15% | -2% | -2%
Cc1cc(Br)ccc1S(=O)(=O)NCc1ccccc1 | -14 | -3% | 7% | 2% | 4% | -6% | -2% | 5% | 1% | 1%
COc1ccc(-c2cc(=O)oc3c(C)c(OC(C)C(=O)NCc4ccccn4)ccc23)cc1 (stereo not drawn) | 9 | -1% | 0% | 5% | -2% | 5% | -3% | -15% | -9% | 9%
Cc1ccc(-c2cn3c(n2)CCCC3)cc1 | 4 | -1% | -6% | 3% | -2% | -4% | -7% | 11% | -10% | -10%
Cc1nc2sccn2c(=O)c1S(=O)(=O)Nc1ccc(N2CCN(C)CC2)cc1 | -7 | -4% | 1% | 21% | 6% | 2% | 0% | -8% | -14% | nt
CN(Cc1ccccc1F)C(=O)c1ccccc1Sc1ccccc1C#N | 12 | 1% | 0% | nt | -3% | -12% | 0% | -26% | -10% | -10%
Cc1nn(-c2ccccc2)c(C)c1C(=O)OCC(=O)N(C)c1c(N)n(Cc2ccccc2)c(=O)[nH]c1=O | 12 | 1% | -7% | nt | 3% | nt | 0% | 10% | -2% | nt
O=C(NCCCn1ccnc1)/C(=C\c1cccs1)NC(=O)c1ccccc1 | -14 | 2%[46.1 µM] | -2% | 0% | 1% | 12% | -1% | 0% | 5% | -2%
O=C1CN(C(=O)COC(=O)Cc2ccsc2)c2ccccc2N1 | 1 | 1% | 1% | -14% | 5% | 4% | -2% | 9% | 5% | 11%
CCCC(=O)N1CCN(c2ccc(NC(=O)c3ccc(Br)o3)cc2)CC1 | 9 | -1% | -4% | -16% | 3% | 6% | 0% | -8% | -3% | -3%
COc1ccc2cc(-c3nc4ccccc4n3C)c(=O)oc2c1 | 9 | 2%[46.1 µM] | 0% | 5% | nt | ? | 0% | 4% | 14% | -3%
N#Cc1ccc(OCC(=O)NCCN2CCOCC2)cc1 | -3 | -3% | -1% | nt | 2% | nt | -3% | -5% | -2% | nt
CCC(=O)N(Cc1cc(=O)[nH]c2ccccc12)c1ccc(C)cc1C | 3 | 2% | 0% | ? | 0% | 0% | -8% | 16% | -3% | 19%
CCOCCOc1cc(NCc2ccccc2)c2ncn(C(C)C)c2c1 | nt | 5% | nt | nt | 7% | nt | -4% | -9% | nt | nt
CCOC(=O)c1cc2c(c(-c3ccccc3)n1)[C@H](CCO)N(S(=O)(=O)C(C)(C)C)C2 | nt | -7% | nt | nt | 1% | nt | 0% | 10% | nt | nt
S=c1[nH]nc(C2CCCCC2)n1/N=C/c1ccccc1Br | -5 | -1% | -12% | 14% | -7% | 2% | 2% | -1% | 6% | 4%
Cc1cc(C)cc(NS(=O)(=O)c2ccc3[nH]c(=O)ccc3c2)c1 | -2 | -1% | 1% | 29% | -1% | 2% | 0% | 16% | 6% | 1%
CCc1noc(C)c1C(=O)Nc1ccccc1N1CCOCC1 | 25 | -7% | 3% | nt | 1% | nt | -2% | -5% | -1% | nt
O=S(=O)(c1ccc(Cl)c(C(F)(F)F)c1)N1CCN(CC(O)COc2ccccc2F)CC1 (stereo not drawn) | -14 | -5% | 23% | 2% | -2% | 3% | 4% | -3% | 0% | -1%
Cc1nn(C)c(C)c1/C=C/C(=O)O | -10 | 2% | 0% | -30% | -2% | -4% | 0% | -19% | 4% | 3%
FC(F)c1nnc2c(Cl)cc(C(F)(F)F)cn12 | 5 | -6% | -2% | 3% | 4% | 2% | -1% | 10% | -6% | -3%
O=C(NCc1nnc(SCC(=O)N2CCCC2)o1)c1ccc(F)cc1 | -37 | -3% | 0% | -5% | -1% | -3% | 0% | -8% | -3% | -1%
Cn1c(N)c(C(=O)COC(=O)CCOc2ccc(C(C)(C)C)cc2)c(=O)n(C)c1=O | 19 | 1% | -2% | ? | -22% | -1% | -1% | 5% | 3% | -7%
O=C(NN1C(=O)C2C3C=CC([C@H]4CC34)[C@@H]2C1=O)c1ccc(Br)cc1 (stereo partly drawn) | 8 | 0% | -1% | nt | -2% | -12% | 1% | 20% | 8% | 0%
CC(C)c1nc(N2CCOCC2)c(C#N)c2c1CCCC2 | -2 | 5% | 14% | 2% | 13% | -3% | -3% | 6% | ? | 7%
O=C(CCN1C(=O)c2ccccc2C1=O)NCc1ccc(Cl)cc1 | 5 | 1% | 3% | 3% | 4% | 0% | -11% | 26% | -5% | 1%
Cc1cc(C)n(-c2nncc(-c3ccccc3)n2)n1 | 1 | 3% | -5% | -8% | -1% | ? | -5% | -2% | -7% | 13%
CCN(CC)S(=O)(=O)c1cc(NC(=O)Cc2n[nH]c(=O)c3ccccc23)ccc1C | -12 | 8% | 4% | nt | 1% | -9% | 2% | -52%[inhibitor] | 12% | 5%
O=C(CNC(=O)c1ccccc1)NC1(C(=O)NC2CCCCC2)CCCCC1 | 7 | 2% | ? | 4% | -1% | -7% | 0% | 16% | 2% | 4%
O=C(O)C1C2CCCCC2=C2CCCCC2C1C(=O)Nc1nccs1 (stereo not drawn) | nt | 8% | nt | nt | 1% | nt | -10% | 8% | nt | nt
CC(C)c1ccc(/C=N/Nc2cc(N3CCOCC3)nc(N3CCOCC3)n2)cc1 | -13 | -4%[46.1 µM] | -14% | 30% | 2% | -15% | -1% | -49%[inhibitor] | -2% | 14%
COC(=O)c1[nH]c2ccc(C)cc2c1NC(=O)c1ccccc1[N+](=O)[O-] | -3 | 3%[46.1 µM] | -12% | 9% | 0% | -13% | 1% | 9% | 3% | ?
CC(=O)NC1C(=O)N=C(SCc2ccccc2)NC1=O (stereo not drawn) | -1 | -1% | 3% | nt | -2% | -3% | -8% | 0% | 10% | -6%
CC(=O)N1N=C(c2ccc(Br)cc2)OC1(C)CC(=O)Nc1ccccc1 (stereo not drawn) | 3 | -4%[46.1 µM] | -1% | 11% | -26% | 3% | 0% | 21% | 7% | 1%
O=C(NC(=O)c1ccccc1)OCC1CCCN2CCCCC12 (stereo not drawn) | 4 | 4% | 0% | 3% | -2% | 4% | 0% | 33% | 12% | -1%
O=C(CSc1nc(O)c(C2CCCCC2)c(=O)[nH]1)NCC1CCCO1 (stereo not drawn) | -9 | nt | -25% | 12% | 1% | -8% | -2% | 6% | -10% | -8%
O=C(Oc1cccc(NC(=O)c2cccs2)c1)c1cccc(S(=O)(=O)N2CCCC2)c1 | -10 | 0%[46.1 µM] | 11% | -19% | -6% | -6% | 0% | 5% | 0% | 4%
O=C(CCc1ccccc1)Nc1cc2c(cc1C(=O)O)OCCCO2 | -18 | 2% | nt | nt | 8% | nt | -1% | -16% | 10% | nt
Cc1nc2ccc(S(=O)(=O)NCC(=O)N3CCC(C)CC3)cc2s1 | -4 | -12% | 0% | -11% | 7% | -11% | 1% | -10% | -1% | 1%
Cc1cc(Br)cc2c1NC(=O)C2(c1c(C)n(C)n(-c2ccccc2)c1=O)c1c(C)n(C)n(-c2ccccc2)c1=O | -1 | -1%[46.1 µM] | 0% | -8% | 0% | 24% | -6% | -34% | nt | 2%
CC(NC(=O)CN(C)S(=O)(=O)c1ccc2c(c1)c(=O)n(C)c(=O)n2C)c1ccccc1 (stereo not drawn) | -1 | 4% | 0% | nt | -3% | 0% | 2% | 3% | 12% | 0%
COc1ccc(NC(=O)c2ccc(NC(=O)CCS(=O)(=O)c3cccs3)cc2)cc1 | -4 | -2% | -3% | -9% | 2% | 4% | -8% | -26% | 3% | 22%
O=C(Nc1nnc(-c2ccccc2SCc2ccccc2)s1)Nc1ccccc1F | -27 | 0% | -2% | nt | 7% | 8% | -6% | 0% | 0% | 1%

Screening data from PubChem.
